hcGAS lum – blocks human cGAS activity; Q8N884; recombinant h-cGAS, ATP depletion, Kinase-Glo luminescence; inhibition, % at 12.5 µM; actives 0.081% (n = 290,000); AID 1259398; in the data active means inhibition above about 40%;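 further: 0% = vehicle reaction and 100% = reaction without DNA for no activity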
An asterisk follows results filed as active. Some of the compounds tested; rates above refer to the full screens.

SMILES	hcGAS lum
COCCCOc1cc(C[C@@H](C[C@H](N)[C@@H](O)C[C@H](C(=O)NCC(C)(C)C(N)=O)C(C)C)C(C)C)ccc1OC	-1.5

Screening data deposited in PubChem by Fisher Drug Discovery Resource Center.
